Bioassay records (PubChem)
NOD1 inhibition: inhibition of NOD1-driven NF-kB reporter – cell-based, luminescence, uHTS, primary screen (AID 1578); NOD1-driven NF-kB luciferase reporter cells, luminescence; higher % means a stronger effect; one-dose inhibition, % at 4 µM; EC50 in µM for titrated hits; 290,000 tested, 1% active; in the data active = inhibition mostly above about 36%, no sharp cut-off; inactive = mostly below about 34%;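 note: HEK-293T reporter cells stimulated with the NOD1 agonist gamma-tri-DAP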
NTR1 ag: NTR1-driven beta-arrestin-GFP spot formation – imaging, U2OS cells, high content, primary screen (AID 493036). 330,000 tested, 0.17% active. P30989. agonist mode. activation, % at 20 µM;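 active = activation at or above 40% of the spot to cytoplasm intensity ratio, with at least 20 cells analyzed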;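 note: 0% = DMSO without peptide and 100% = 100 nM NTR1 peptide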
Target sequence (P30989 whole entry, looked up): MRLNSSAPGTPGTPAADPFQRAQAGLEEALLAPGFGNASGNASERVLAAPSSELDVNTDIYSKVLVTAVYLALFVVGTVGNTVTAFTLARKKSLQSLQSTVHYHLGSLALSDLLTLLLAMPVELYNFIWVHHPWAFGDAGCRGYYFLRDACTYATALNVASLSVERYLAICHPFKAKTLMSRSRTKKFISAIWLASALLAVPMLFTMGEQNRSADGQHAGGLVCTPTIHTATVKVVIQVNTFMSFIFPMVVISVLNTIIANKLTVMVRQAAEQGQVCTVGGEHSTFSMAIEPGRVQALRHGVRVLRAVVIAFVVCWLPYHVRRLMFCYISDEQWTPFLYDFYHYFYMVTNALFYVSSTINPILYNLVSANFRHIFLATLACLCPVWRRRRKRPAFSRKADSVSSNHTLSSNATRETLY
KOR beta-arrestin-1: kappa opioid receptor blockers – cell-based, luminescence, uHTS (AID 1778) | KOR beta-arrestin recruitment, luminescence, antagonist mode; higher % means a stronger effect | inhibition, % at 10 µM; hits with a dose series show IC50 in µM | 290,000 tested, 0.091% active; note: strong numbers were not always called active
T cell HTS: T cell immune modulators affecting CD8 T cell-vesicle binding; 2C CD8+ T cell-vesicle binding, flow cytometry; active compounds read low; calls only at 7 µM; 330,000 tested, 0.068% active; AID 2052;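 active = response, share of CD8 T cells binding vesicles, and their 90th percentile fluorescence all below set limits, cut at about 80% in these data, passing the limit was not always enough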
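Material: murine 2C transgenic CD8+ T lymphocytes / Also added: QL9-peptide-loaded Drosophila micro-vesicles bearing Ld, ICAM-1 and B7-1 / Schedule: binding step 1.5 h, 37 °C, antibody labelling 20 min, ice / Signal: flow cytometry, PE anti-B7-1 (FL2) versus Alexa647 anti-CD8 (FL8), PFA-fixed / Evaluation: percent CD8+ FL2 mean versus row control / Benchmarks: naked versus QL9-loaded vesicles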
HEK293 NOD2/NF-kB: inhibition of NOD2-driven NF-kB reporter – cell-based, luminescence, uHTS, HEK293 (AID 1566) | 290,000 tested, 0.63% active | HEK293 NOD2/NF-kB luciferase reporter, luminescence; higher % means a stronger effect | inhibition, % at 4 µM; hits with a dose series show EC50 in µM; note: many of its hits are not listed in these tables
GPR55 antagonists: GPR55 antagonists blocking LPI-driven arrestin recruitment, primary screen, imaging, U2OS, beta-arrestin-GFP, LPI agonist (AID 2013); 290,000 tested, 0.13% active; U2OS GPR55 beta-arrestin-GFP translocation imaging, LPI antagonism; higher % means a stronger effect; inhibition, % at 10 µM; hits with a dose series show IC50 in µM;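 active = spots per cell inhibited over 60%, with over 100 cells counted and total cytoplasm intensity under 500,000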;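 note: U2OS cells stably carrying GPR55 and arrestin-GFP stimulated by 5 µM LPI near EC80; imaged beta-arrestin-GFP aggregate spots per cell after agonist stimulation; plate controls were LPI-stimulated DMSO wells for no effect and DMSO wells without LPI for full effect; some results filed as inactive read as strong as hits; confirmed hits need IC50 under 10 µM and bright autofluorescent wells are also inconclusive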
GPR55 activation: selective activators of receptor GPR55 – imaging, U2OS cells, beta-arrestin-GFP redistribution, primary screen (AID 1961); 290,000 tested, 0.048% active; activation, % at 10 µM; hits with a dose series show EC50 in µM; U2OS GPR55 beta-arrestin-GFP redistribution imaging; higher % means a stronger effect;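 active = activation above 40% with more than 50 cells counted in the well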;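 note: U2OS osteosarcoma cells stably expressing GPR55 and beta-arrestin-GFP; plate controls were DMSO negative control for no effect and LPI positive control for full effect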
Myeloid diff 2: myeloid differentiation induction | ER-HoxA9 myeloid progenitors, lysozyme-GFP differentiation, flow cytometry | calls only at 10 µM | 360,000 tested, 1% active | AID 624256;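 active = normalized GFP-positive differentiation at or above the plate's own cutoff, the solvent-only control mean plus 3 SD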;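 note: cells exposed to compound for four days before flow analysis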
KOR beta-arrestin-2: KOR agonists, beta-arrestin recruitment, primary screen, cell-based, luminescence, uHTS (AID 1777). KOR beta-arrestin recruitment, luminescence; higher % means a stronger effect. activation, % at 10 µM, or EC50 in µM where a hit was titrated. 280,000 tested, 0.02% active; in the data active = activation above about 50%, passing the limit was not always enough; note: a part of the inactive calls stands beside numbers as strong as those of hits
T cell HTS vesicle-bound %: further read-out of T cell HTS, marked with its call; double positive events, %; measured here: CD8+ vesicle-bound cell fraction;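 binding gate set so that unloaded-vesicle control wells show 10% double positive cells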
NTR1 ag cell count 20 µM: also measured in NTR1 ag; calls as there; cell count; measured here: cell count, cytotoxicity flag
Myeloid diff 2 GFP+ MAC1+ %: also measured in Myeloid diff 2; calls as there; GFP+ MAC1+ double positive, %; measured here: differentiation confirmed by MAC1 staining
* marks the source's active call; other numbers are inactive results; i = inactive; · = no result given; + = active, no number; [ ] = dose if it differs, or a comment. Cut-off read from the data, not from the text of the source, unless noted: active = inhibition above about 50%; inactive = the rest. Some of the compounds tested; rates above refer to the full screens.

Keys: A = NOD1 inhibition; B = NTR1 ag; C = NTR1 ag cell count 20 µM; D = KOR beta-arrestin-1; E = T cell HTS; F = T cell HTS vesicle-bound %; G = HEK293 NOD2/NF-kB; H = GPR55 antagonists; I = GPR55 activation; J = Myeloid diff 2; K = Myeloid diff 2 GFP+ MAC1+ %; L = KOR beta-arrestin-2
1	Cc1sc(NC(=O)Cn2c(=O)oc3ccccc32)nc1-c1ccc(Cl)cc1
  A: -31%; B: 26; C: 45; D: -17%; E: i; F: 42; G: -14%; H: 1%; I: 0.0%; J: i; K: 0.4; L: 3.5%
2	CCOC(=O)c1ccc(NC(=O)CN2C(=O)CSCC2=O)cc1
  A: -40%; B: 0.3; C: 71; D: 11%; E: i; F: 54; G: -10%; H: -12%; I: -0.6%; J: i; K: 0.1; L: -4.8%
3	COc1ccc(C2=NS(=O)(=O)N(C)C(C(=O)N3CCc4ccccc4C3)=C2)cc1OC
  A: 24%; B: -1.6; C: 59; D: -19%[20 µM]; E: i; F: 54; G: 32%; H: -15%; I: -0.3%; J: +; K: 7.8*; L: -1.1%
4	O=C(c1cccs1)N1CCC(C(=O)N2CCN(Cc3ccc4c(c3)OCO4)CC2)CC1
  A: -25%; B: 2.5; C: 95; D: 11%[20 µM]; E: i; F: 56; G: 4%; H: 8%; I: -0.1%; J: i; K: 0.3; L: ·
5	O=C(CN1CCN(S(=O)(=O)c2ccc(Br)cc2)CC1)Nc1ccc(F)cc1F
  A: -11%; B: 0.0; C: 70; D: -18%; E: i; F: 10; G: -14%; H: 5%; I: 0.5%; J: i; K: 1.0; L: -5.5%
6	Cc1cc(C)cc(NC(=O)/C(C#N)=C/c2cn(CC(=O)NCc3ccco3)c3ccccc23)c1
  A: -43%; B: 9.6; C: 61; D: -8%; E: i; F: 48; G: 12%; H: -2%; I: 0.3%; J: i; K: 0.4; L: 3.3%
7	COc1ccc(-n2c(SCc3cn4c(C)cccc4n3)nc3ccccc3c2=O)cc1OC
  A: -20%; B: 3.2; C: 47; D: 29%; E: i; F: 4; G: 18%; H: -20%; I: 0.2%; J: i; K: 2.1; L: -0.8%
8	COc1ccc(Nc2c(-c3ccco3)nc3cccc(C)n23)cc1
  A: -7%; B: 1.0; C: 63; D: -18%; E: i; F: 43; G: -7%; H: -2%; I: 0.9%; J: i; K: 0.7; L: 2.9%
9	C/C=C/c1ccc(OCCOc2cccc3cccnc23)c(OC)c1
  A: -35%; B: -0.5; C: 63; D: ·; E: i; F: 34; G: -16%; H: 14%; I: 0.3%; J: i; K: 0.5; L: 1.0%
10	O=S(=O)(NCc1ccc(C(F)(F)F)cc1)c1ccc(-n2cnnn2)cc1
  A: -22%; B: 1.4; C: 59; D: -44%; E: i; F: 8; G: -12%; H: 0%; I: -0.1%; J: +; K: 1.7*; L: 14%
11	COc1cc(C=O)c(Br)cc1OCC(=O)NCc1ccccc1
  A: -40%; B: 0.9; C: 104; D: -29%; E: i; F: 42; G: 24%; H: -2%; I: -0.2%; J: i; K: 0.3; L: 0.0%
12	NC(CC(=O)OC1CCCCC1)C(=O)OC1CCCCC1 (configuration not stated)
  A: 3%; B: -0.3; C: 32; D: 19%; E: i; F: 59; G: 9%; H: 17%; I: -0.3%; J: i; K: 0.7; L: 2.3%
13	CC(C)[C@H](NC(=O)[C@@H]1CSC2c3ccccc3C(=O)N21)C(=O)NCc1ccco1 (some centres not stated)
  A: -22%; B: -1.0; C: 68; D: -25%; E: i; F: 26; G: 12%; H: -4%; I: -0.1%; J: i; K: 6.0; L: -1.5%
14	CCCC(=O)Nc1nnc(C2CCCO2)s1 (configuration not stated)
  A: -20%; B: 0.2; C: 67; D: -28%[20 µM]; E: i; F: 34; G: 3%; H: -5%; I: -0.1%; J: i; K: 0.2; L: ·
15	O=C(COC(=O)c1ccccc1SCC(=O)NC1CCCCC1)NC1CCCCC1
  A: -10%; B: -1.3; C: 89; D: 12%; E: i; F: 26; G: 0%; H: -10%; I: -0.1%; J: i; K: 1.4; L: -4.0%

A stretch of the results above, as a working copy:
Keys: A = NOD1 inhibition; B = NTR1 ag; C = NTR1 ag cell count 20 µM; D = KOR beta-arrestin-1; E = T cell HTS; F = T cell HTS vesicle-bound %; G = HEK293 NOD2/NF-kB; H = GPR55 antagonists; I = GPR55 activation; J = Myeloid diff 2; K = Myeloid diff 2 GFP+ MAC1+ %; L = KOR beta-arrestin-2
1	Cc1sc(NC(=O)Cn2c(=O)oc3ccccc32)nc1-c1ccc(Cl)cc1
  A: -31%; B: 26; C: 45; D: -17%; E: i; F: 42; G: -14%; H: 1%; I: 0.0%; J: i; K: 0.4; L: 3.5%
2	CCOC(=O)c1ccc(NC(=O)CN2C(=O)CSCC2=O)cc1
  A: -40%; B: 0.3; C: 71; D: 11%; E: i; F: 54; G: -10%; H: -12%; I: -0.6%; J: i; K: 0.1; L: -4.8%
3	COc1ccc(C2=NS(=O)(=O)N(C)C(C(=O)N3CCc4ccccc4C3)=C2)cc1OC
  A: 24%; B: -1.6; C: 59; D: -19%[20 µM]; E: i; F: 54; G: 32%; H: -15%; I: -0.3%; J: +; K: 7.8*; L: -1.1%
4	O=C(c1cccs1)N1CCC(C(=O)N2CCN(Cc3ccc4c(c3)OCO4)CC2)CC1
  A: -25%; B: 2.5; C: 95; D: 11%[20 µM]; E: i; F: 56; G: 4%; H: 8%; I: -0.1%; J: i; K: 0.3; L: ·
5	O=C(CN1CCN(S(=O)(=O)c2ccc(Br)cc2)CC1)Nc1ccc(F)cc1F
  A: -11%; B: 0.0; C: 70; D: -18%; E: i; F: 10; G: -14%; H: 5%; I: 0.5%; J: i; K: 1.0; L: -5.5%
6	Cc1cc(C)cc(NC(=O)/C(C#N)=C/c2cn(CC(=O)NCc3ccco3)c3ccccc23)c1
  A: -43%; B: 9.6; C: 61; D: -8%; E: i; F: 48; G: 12%; H: -2%; I: 0.3%; J: i; K: 0.4; L: 3.3%
